# Runt-CBFb FRET: inhibitors of RUNX1 Runt–CBFb binding, primary screen, biochemical, FRET, Cerulean-Runt, Venus-CBFb, uHTS | AID 1496, 2009 | Runt-related transcription factor 1 (Homo sapiens) + Core-binding factor subunit beta … | Cerulean-Runt/Venus-CBFb FRET ratio 530/480, 1 h | inhibition, % at 20 µM | hit rate 0.46% among 220,000;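 active = inhibition over about 50% at 20 µM in the single-dose screen, limit read from the data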;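 also: 0% = DMSO wells and 100% = excess unlabeled CBFb competitor control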
#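 Assay system: Cerulean-tagged RUNX1 Runt domain (FRET donor) fusion protein / Amount: 100 nM each of Venus-CBFb and Cerulean-Runt domain / Medium: Tris buffer pH 7.5 with salts and BSA / Also added: Venus-CBFb 100 nM / Schedule: 1 h complex formation plus 1 h compound treatment, room temperature / Signal: FRET fluorescence / Read-out: loss of energy transfer signal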
# TbHK1 inh: Trypanosoma brucei hexokinase 1 inhibitors, primary screen, biochemical, G6PDH-coupled NADH absorbance, MLSCN library; hexokinase 1 [Trypanosoma brucei]; recombinant TbHK1, G6PDH-coupled NADH A340; inhibition, % at 10 µM; hit rate 0.11% among 220,000; AID 1430, 2008;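 active = inhibition of 50% or more in the single-dose primary screen; inactive = inhibition below 50%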
# Mdm2 ligase inh: MDM2-luciferase reporter signal enhancers, primary screen, MDM2 E3 ligase inhibitor project, cell-based, luminescence, 1536-well | cell-based MDM2 ubiquitination luciferase reporter, 2 h; 0 = plate control, 100 = twice control, blank-subtracted | signal enhancement, % at 5 µM | hit rate 0.11% among 210,000 | AID 1230, 2008;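 active = signal enhancement of 30% or more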;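 also: luminescence tracks abundance of the self-degrading MDM2-luciferase fusion protein; higher signal means inhibition of MDM2 E3 ligase activity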
#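 Material: Stable MDM2–luciferase fusion reporter cells | Amount: 2000 cells seeded into each well | Dosing: One concentration, 5 µM, with 0.2% DMSO | Incubation: 4 h cell settling then 2 h compound exposure, 37 °C | Measured by: Luciferase luminescence | Read-out basis: % enhancement relative to plate controls after blank subtraction | Benchmarks: Control and blank well means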
# EBV gp42 block: Epstein-Barr virus gp42 inhibitors, primary screen, biochemical, uHTS, fluorescence polarization | Glycoprotein 42 (Epstein-Barr virus (strain AG876)), Q1HVG2 | Fluorescence polarization binding assay, mP read-out | inhibition, % (tested at 21.74 µM) | hit rate 0.42% among 220,000; in the data active = inhibition above about 50%
# Target sequence (Q1HVG2 whole entry, looked up): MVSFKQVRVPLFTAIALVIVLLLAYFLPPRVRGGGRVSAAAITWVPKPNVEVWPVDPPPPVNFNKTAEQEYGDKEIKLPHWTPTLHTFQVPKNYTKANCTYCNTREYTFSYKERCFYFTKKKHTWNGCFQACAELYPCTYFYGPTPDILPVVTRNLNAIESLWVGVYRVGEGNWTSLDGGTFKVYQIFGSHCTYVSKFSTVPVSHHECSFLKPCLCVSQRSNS
# Runt-SMMHC FRET: inhibitors of RUNX1 Runt–CBFb-SMMHC binding, primary screen, biochemical, FRET, Cerulean-Runt, Venus-CBFb-SMMHC, uHTS; Cerulean-Runt/Venus-CBFb-SMMHC FRET ratio 530/480, 1 h; Runt-related transcription factor 1 (Homo sapiens) + Core-binding factor subunit beta …; hit rate 0.74% among 220,000; inhibition, % at 20 µM; AID 1434, 2008;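 active = mean inhibition across duplicate retests at 20 µM reaching about 50%, limit read from the data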;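 also: 0% = DMSO wells and 100% = wells with excess untagged CBFb-SMMHC; inhibitors lower the FRET ratio by blocking Runt binding to CBFb-SMMHC; some results filed as inactive read as strong as hits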
# L929 necroptosis: inhibitors of zVAD-triggered necroptosis, primary screen, L929 cells; viability rescue, % at 10 µM; hit rate 0.38% among 220,000; L929 zVAD necroptosis rescue, ATP luminescence, 24 h; with zVAD 60 µM; AID 1377, 2008;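 active = activation, scaled between plate controls, above about 75%, limit read from the data; inactive = activation under that limit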;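 also: 0% = zVAD with DMSO and 100% = DMSO alone without zVAD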
# 14-3-3 Bad PPI: inhibitors of 14-3-3 zeta/Bad binding, primary screen, biochemical, TR-FRET, bovine 14-3-3 zeta | 14-3-3 protein zeta/delta (Bos taurus), P63103 | AID 781, 2007 | TR-FRET 14-3-3zeta/Dy647-pBad peptide displacement, 1 h | hit rate 0.71% among 220,000 | inhibition, % at 21.7 µM;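 active = inhibition above about 70%, limit read from the data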;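 also: 0% = full 14-3-3 plus peptide FRET controls and 100% = background without 14-3-3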
# Target sequence (P63103 whole entry, looked up): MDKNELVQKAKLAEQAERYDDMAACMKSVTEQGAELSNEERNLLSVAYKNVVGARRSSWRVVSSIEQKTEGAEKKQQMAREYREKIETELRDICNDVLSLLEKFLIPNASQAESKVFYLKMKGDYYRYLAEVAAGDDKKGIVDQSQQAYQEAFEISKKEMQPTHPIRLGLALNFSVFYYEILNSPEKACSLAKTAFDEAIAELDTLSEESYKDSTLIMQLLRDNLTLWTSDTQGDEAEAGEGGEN
# Hck Nef HTS: inhibitors of Nef-activated human Hck kinase, primary screen, biochemical, Z-Lyte FRET, 384-well, Hck-YEEI | hit rate 0.68% among 220,000 | Tyrosine-protein kinase HCK (Homo sapiens), P08631 | Recombinant Hck-YEEI plus Nef, Z-Lyte FRET kinase assay | inhibition, % at 20 µM | AID 463187, 2010;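 active = Hck-Nef kinase inhibition above about 50%, limit read from the data; inactive = inhibition below that limit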;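 also: 0% = DMSO with Hck plus Nef and 100% = Hck alone without Nef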
# Target sequence (P08631 whole entry, looked up): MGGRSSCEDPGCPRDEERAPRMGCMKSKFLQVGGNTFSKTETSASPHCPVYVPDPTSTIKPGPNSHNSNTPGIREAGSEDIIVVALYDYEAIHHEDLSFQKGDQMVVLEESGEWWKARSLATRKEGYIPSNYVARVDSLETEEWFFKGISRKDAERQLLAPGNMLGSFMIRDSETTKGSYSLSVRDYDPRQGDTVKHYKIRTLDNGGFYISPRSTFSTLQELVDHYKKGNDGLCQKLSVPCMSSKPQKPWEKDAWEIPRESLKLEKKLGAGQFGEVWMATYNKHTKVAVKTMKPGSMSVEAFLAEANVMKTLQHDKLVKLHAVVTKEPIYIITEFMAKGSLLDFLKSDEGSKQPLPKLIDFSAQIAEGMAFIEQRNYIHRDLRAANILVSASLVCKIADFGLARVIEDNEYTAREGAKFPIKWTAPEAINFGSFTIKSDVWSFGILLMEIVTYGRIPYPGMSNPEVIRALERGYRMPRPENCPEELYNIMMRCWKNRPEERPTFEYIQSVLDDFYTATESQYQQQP
# NCF1 inh: p47phox/p22phox peptide binding inhibitors, primary screen, biochemical, uHTS, NADPH oxidase regulatory subunit | inhibition, % at 24.7 µM | fluorescence polarization, 2 h | hit rate 0.53% among 220,000 | AID 1274, 2008 | Neutrophil cytosol factor 1 (Homo sapiens), P14598;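 active = inhibition above about 30%, limit read from the data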;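 also: 0% = p47phox with labelled peptide and 100% = labelled peptide alone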
# An asterisk follows results filed as active; . = not tested or not shown; [ ] = remark or other dose.
# Start of the data: the first 2 compounds, ahead of the listing:
smiles	TbHK1 inh	Runt-SMMHC FRET	Mdm2 ligase inh	NCF1 inh	EBV gp42 block	Runt-CBFb FRET	L929 necroptosis	14-3-3 Bad PPI	Hck Nef HTS
CCCC(c1nnnn1Cc1ccc2c(c1)OCO2)N1CCC(C(N)=O)CC1 (stereo not given)	0	3	-3	-10	-3	-1	-0.3	-3	16
Cc1ccc(S(=O)(=O)c2c(C)cc(C)nc2N2CCCC2)cc1	-10	2	-8	-9	-9	-1	-0.5	-1	3

# The whole of this part, from the start:
smiles	TbHK1 inh	Runt-SMMHC FRET	Mdm2 ligase inh	NCF1 inh	EBV gp42 block	Runt-CBFb FRET	L929 necroptosis	14-3-3 Bad PPI	Hck Nef HTS
CCCC(c1nnnn1Cc1ccc2c(c1)OCO2)N1CCC(C(N)=O)CC1 (stereo not given)	0	3	-3	-10	-3	-1	-0.3	-3	16
Cc1ccc(S(=O)(=O)c2c(C)cc(C)nc2N2CCCC2)cc1	-10	2	-8	-9	-9	-1	-0.5	-1	3
CC(C)N1CC2=C(C1=O)C(c1ccc(O)cc1)NC(=O)N2C (stereo not given)	-4	3	-21	-2	-16	0	0.1	-6	-10
CC1(C)CC(=O)/C(=C(/O)Cc2ccccc2)C(=NCCc2ccccc2)C1	7	3	-10	-10	-17	-2	-0.5	-2	2
Cc1cccc(Nc2ncnc3c2cnn3C)c1	1	-1	17	-7	-19	0	62	0	19
Cc1ccc(OCC(=O)NCCC2=CCCCC2)cc1	0	0	-15	-2	-11	-4	0.5	-2[fluorescence artefact?]	4
COc1cccc(N(CC(=O)NC(C)(C)C)C(=O)C2CSC(=O)C2)c1 (stereo not given)	4	-2	-8	-6	-20	0	1.0	-8	0
COC(=O)CSc1nc(NC(C)(C)C)nc(N(C)C)n1	0	-2	-7	-2	-2	2	2.0	-4	33
CCCCn1c2c(c(=O)n(C)c1=O)C(CC(=O)OCC(=O)Nc1cccc(C(F)(F)F)c1)C(=O)N2 (stereo not given)	-1	-1	-10	-8	-11	-16	0.1	9	3
Cc1ccccc1NC(=O)C1c2cccc[n+]2CC(=O)N1c1c(C)cccc1C (stereo not given)	-1	2	7	7	-42	16	-0.1	47[fluorescence artefact?]	-1
COc1ccccc1C(=O)NC(=S)Nc1ccc(N2CCCC2)cc1	-23	2	.	-16	-1	1	0.2	-2[fluorescence artefact?]	3
CCN(CCNC(=O)c1cccc(N2CCCC2=O)c1)c1ccccc1	3	-1	-8	-8	2	3	0.1	-4	6
CC1=C(C(=O)OCc2ccccc2)C(c2ccco2)C2=C(CC(C)(C)CC2=O)N1 (stereo not given)	1	1	-13	-6	6	-2	-0.2	4	12
COc1ccc(C)cc1NC(=O)CN1CCN(c2ccc(F)cc2)CC1	-3	0	-10	-8	0	-3	0.4	4	0
COC(=O)Cc1[nH]nc2c1C(c1cccc(OC)c1OC)C(C#N)=C(N)O2 (stereo not given)	5	-4	-16	-7	-15	-4	1.5	-9	-1
O=C(NC1CCN(Cc2ccccc2)CC1)C12CC3CC(CC(C3)C1)C2	-3	-2	7	6	-3	0	0.7	23[fluorescence artefact?]	15
COc1ccc(C(=O)c2ccc(OC)c(Br)c2)cc1Br	3	1	3	-9	-9	2	0.5	5	1
COc1ccccc1C(=O)Nc1nnc(-c2ccco2)s1	-33	3	-10	4	-21	6	-0.3	-6	0
Cc1ccc(C)c(NS(=O)(=O)c2c(C)ccc3nsnc23)c1	2	-1	.	-13	-20	-2	-0.5	-7	0
CCOc1ccc(NC(=O)/C(C#N)=C/c2ccc(N3CCCC3)c(C)c2)cc1	-7	-86	-6	-106	94*	12	0.8	-26	3
CC(Nc1cc(=O)n(C)c(=O)[nH]1)c1ccccc1 (stereo not given)	-12	-2	5	-14	-8	-1	-0.1	8	7
N#Cc1c(SC(C(=O)O)c2ccccc2)nc2c(c1-c1cccs1)CCCC2 (stereo not given)	16	-4	-5	-13	4	2	-0.4	-6	38
CC(C)C1CC(CCNCc2ccc(N(C)C)cc2)(c2ccccc2)CCO1 (stereo not given)	8	-3	-6	0	-7	-1	12	-2	0
CCC(=O)N(CC(=O)Nc1sc(C)c(C)c1C(N)=O)C1CCCCC1	4	2	-28	-30	-12	1	-0.4	-14	-1
c1ccc2c(N3CCCCC3)nc(N3CCCC3)nc2c1	-1	0	-15	-2	-12	1	-0.2	-5	10
CCN1CC(CN(C)Cc2cn(-c3ccc(C)cc3)nc2-c2cccc(C)c2)CC1=O (stereo not given)	-6	-7	-6	-8	-9	-6	1.2	-5	17
O=C(CC(=O)c1cc(Cl)ccc1O)c1ccccc1	-3	-9	3	-11	11	-1	-0.2	-12[fluorescence artefact?]	0
Cc1ccc(Cn2c(NCCc3ccccc3)nc3c2c(=O)n(C)c(=O)n3C)cc1	-1	-2	-8	-4	-4	-2	0.2	-15[fluorescence artefact?]	1
CSc1sc(C)cc1/C=N/O	2	1	-13	2	-11	-4	.	2	8
CC(C)(C)N=C1SCC(C)(/C=N/O)S1 (stereo not given)	2	-4	0	-1	-16	0	-0.2	-11	1
CCOc1ccc(-c2nc(C#N)c(NC3CC3)o2)cc1	-5	-2	-11	-15	-20	2	0.1	6	1
CCCNc1ccc(C(=O)OCC)cc1[N+](=O)[O-]	-5	0	-7	-5	-11	-7	-0.8	-3	20
Cc1cc(=O)[nH]c(NCCO)n1	2	-2	-6	-7	-12	0	0.1	-18	20
CC(C)(C)NC(=O)CN(Cc1cccs1)C(=O)c1csnn1	-1	3	-16	-3	-9	2	0.3	-1[fluorescence artefact?]	-1
O=C(NNc1ccccc1Br)C(O)(c1cccc(C(F)(F)F)c1)c1cccc(C(F)(F)F)c1	4	1	-7	-14	-5	1	.	1[fluorescence artefact?]	-4
CCN1CCCc2cc(CN(CCN3CCOCC3)C(=S)Nc3cc(F)cc(F)c3)ccc21	-5	-2	-7	-17	6	-2	0.5	-6	55*
CCOc1ccccc1-c1nc(C(N)=O)c2[nH]c(=O)n(-c3cccc(C)c3)c2n1	25	5	-53	-9	-9	-7	0.8	3	1
COc1cc(NS(=O)(=O)c2ccc(C)cc2)c2ncccc2c1	-5	2	-15	-10	-24	1	51	-3	-1
Cc1ccc2[nH]cc(CCNC(=O)CN3C(=O)c4ccccc4C3=O)c2c1	1	0	.	-4	-11	0	1.6	-5	1
Cc1cc(C)c2c(n1)sc1c(O)cc(=O)[nH]c12	-11	36	-14	-3	-6	52*	0.2	6	4
O=C(NC(Cc1c[nH]c2ccccc12)C(=O)N/N=C/c1ccc(Cl)cc1)c1cccs1 (stereo not given)	-10	0	-17	-28	9	1	2.6	-16	4
COc1ccccc1CC(=O)N1CCN(c2cccc(C(F)(F)F)c2)CC1	3	-5	-11	-10	-8	-5	0.6	-3	0
Cc1cccc(Cn2cc(SCC(=O)Nc3nccs3)c3ccccc32)c1	-1	-1	-5	-5	-17	0	-0.4	3[fluorescence artefact?]	0
CCOc1nc(C)ccc1-c1noc(CC)n1	-7	-1	-4	-3	-9	1	0.0	5[fluorescence artefact?]	0
CC(C)OC(=O)CC(=O)CSc1nc(-c2ccc(F)cc2)cc(-c2ccccc2)c1C#N	-12	-20	-1	-13	-32	-5	0.4	-20	1
Cn1c(=O)c2c(ncn2CC(=O)OCC(=O)NC2CCCc3ccccc32)n(C)c1=O (stereo not given)	-1	-3	-9	2	-10	0	-0.1	-9[fluorescence artefact?]	0
COc1ccc(NC(=O)CSc2n[nH]c(-c3ccco3)n2)cc1	2	-3	-3	2	2	0	4.2	-1	31
COc1cccc(C(=O)NCC(=O)N/N=C(C)\C=C\c2ccccc2)c1	1	-2	11	2	-1	-4	14	4	18
O=C(c1cccc(-c2nnc(-c3ccccc3)o2)c1)N1CCCCC1	-4	2	-40	3	-6	0	-0.1	0	6
CN(C)CCNC(=O)Nc1ccc(F)cc1F	0	-5	-9	-7	-2	1	1.5	-8	3
COc1ccc(CC(=O)NNc2ncnc3c2cnn3-c2ccc(C)cc2)cc1	2	-3	-8	2	-12	-1	1.6	3	2
Cc1cc(/C=C2/NC(=O)NC2=O)c(C)n1-c1ccc(C#N)cc1	-23	-1	-6	1	-3	1	-1.0	-14	31
CC12CCC(c3c(C(=O)N4CCOCC4)nn(-c4ccccc4)c31)C2(C)C (stereo not given)	5	1	-90	-5	3	-1	-2.6	2	-39
CCOC(=O)CNc1c(-c2ccc(O)cc2)nc2ccc(Cl)cn12	-25	-2	-13	-13	-7	4	-0.1	-10	1
CC(C)NC(=O)c1ccccc1NC(=O)c1ccccc1N(C)S(C)(=O)=O	0	0	-5	-6	-26	-1	-0.4	.	-6
COc1ccc(/C=N/NC(=O)c2ccccc2NC(=O)c2ccco2)c(OC)c1	-39	-8	-12	-3	-13	0	0.9	9	20
O=C1NC(CCc2ccccc2)C(=O)N1Cc1cccc2ccccc12 (stereo not given)	-7	-6	-5	-10	-21	0	-0.7	4	3
CC1=Nn2c(nnc2-c2ccccc2)SC1	1	0	12	-4	-8	1	-0.2	1	0
N#Cc1nc(-c2cccc3ccccc23)oc1NCC1CCCO1 (stereo not given)	-34	-4	-3	-18	-9	-2	4.7	-6	13
CCCCC(=O)Nc1ccccc1C(=O)OCC(=O)c1ccc2c(c1)OCCO2	-8	1	-8	-10	3	-1	0.3	3[fluorescence artefact?]	0

# Next part
smiles	TbHK1 inh	Runt-SMMHC FRET	Mdm2 ligase inh	NCF1 inh	EBV gp42 block	Runt-CBFb FRET	L929 necroptosis	14-3-3 Bad PPI	Hck Nef HTS
Cn1cc(CNCc2ccc(OC(F)(F)F)cc2)c(-c2ccc3c(c2)OCCO3)n1	8	-6	-21	-5	7	-2	0.8	-8	5
Cc1c(C(=O)Nc2cccc(-c3nnc4n3CCCCC4)c2)oc2ccccc12	-1	4	-4	-13	-18	-4	1.9	-2	2
Cc1cc(C)c(C)c(C(=O)c2ccccc2C(=O)O)c1C	3	1	0	-7	-21	0	8.8	-8	16
O=C(Nc1ccc2oc(=O)ccc2c1)c1ccc(-c2cccc([N+](=O)[O-])c2)o1	-2	-4	1	29	15	1	-0.2	92*	66*
CCOC(=O)C(=CNc1cccc(C)n1)C(=O)OCC	-34	-1	-14	4	12	0	-0.2	-3[fluorescence artefact?]	-1
